From PubChem
TCR CD3 inh = inhibitors of human TCR-CD3 interaction | TAMRA-labeled TCR probe fluorescence, biochemical | inhibition, % at 9.4 µM | 360,000 tested, 0.37% active; in the data active = inhibition above about 19%;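 note: recombinant mutant TCR 2C K166C tagged with TAMRA read by polarization; 0% = receptor in buffer alone and 100% = receptor with positive control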
SIAE primary = inhibitors of human sialic acid acetylesterase SIAE. SIAE FP-Rh probe binding, fluorescence polarization. inhibition, % at 9.66 µM. 370,000 tested, 0.69% active. AID 1053197;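 active = inhibition above a cutoff: mean of compounds within the control limits plus 3 SD of those, cut at about 17% in these data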;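 note: 0% = plate median of compound wells and 100% = probe without SIAE protein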
Target sequence (Q9HAT2 whole entry, looked up): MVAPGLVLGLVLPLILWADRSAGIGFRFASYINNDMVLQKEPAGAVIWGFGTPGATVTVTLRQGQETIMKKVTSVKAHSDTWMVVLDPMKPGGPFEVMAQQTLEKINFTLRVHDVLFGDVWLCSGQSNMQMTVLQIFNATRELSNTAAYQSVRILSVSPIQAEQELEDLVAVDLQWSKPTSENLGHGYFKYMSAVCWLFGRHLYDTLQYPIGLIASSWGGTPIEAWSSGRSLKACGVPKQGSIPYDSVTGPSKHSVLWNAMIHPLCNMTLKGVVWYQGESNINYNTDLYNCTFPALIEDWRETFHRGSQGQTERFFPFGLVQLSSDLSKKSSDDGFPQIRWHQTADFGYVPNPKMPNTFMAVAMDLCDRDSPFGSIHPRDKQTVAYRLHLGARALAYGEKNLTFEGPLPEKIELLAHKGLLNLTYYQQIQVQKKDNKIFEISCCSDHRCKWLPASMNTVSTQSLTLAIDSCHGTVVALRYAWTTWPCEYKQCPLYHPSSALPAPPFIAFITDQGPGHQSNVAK
UHRF1 MBD2 ctr = human UHRF1 methylated DNA binding inhibitors; Q96T88; 370,000 tested, 0.75% active; AID 687016; UHRF1 binding to methylated oligo, TR-FRET; inhibition, % at 4.4 µM; in the data active = inhibition above about 21%;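 note: UHRF1 SRA domain binding a hemimethylated CpG hairpin DNA probe; 0% = median of test compound wells and 100% = reference inhibitor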
Tn7 DDE FP = DD(E)-Tn7 binding inhibition, primary FP screen. 370,000 tested, 0.13% active. AID 720508. FP displacement of FITC-Tn7 peptide from fibrin DD(E); 0% = median of compound wells per plate. inhibition, % at 8.3 µM;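 active = inhibition above the mean of compounds falling within the control limits plus 3 SD of them, cut at about 14% in these data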;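 note: 0% = plate median of compound wells and 100% = 10 µM Aha-Tn7 peptide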
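Assay system: Human fibrin DD(E) protein | Medium: Tris buffer with calcium and detergent, pH 7.8 | Reagent: 0.1 µM fluorescent Tn7 | Compound dosing: Single point at 8.3 µM | Times: 10 min preincubation, 3 h with tracer, room temperature | Detection: Fluorescence polarization of the labelled Tn7 tracer | Controls: Aha-Tn7 high control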
HTRA1 inhibitor = HTRA1 (human) protease inhibition; recombinant HTRA1, FP-rhodamine activity-based probe, fluorescence polarization; inhibition, % at 5.96 µM; 340,000 tested, 0.5% active; AID 504803; in the data active = inhibition above about 36%;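 note: 0% = enzyme with DMSO and 100% = wells lacking enzyme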
ABHD4 inh = inhibitors of mouse ABHD4 | Q8VD66 | purified mABHD4, FP-Rh probe fluorescence polarization | inhibition, % at 8.92 µM | 370,000 tested, 0.54% active;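 active = inhibition exceeding the mean over every tested compound plus 3 SD, cut at about 30% in these data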;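 note: 0% = plate median of compound wells and 100% = S159A mutant with DMSO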
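system = mouse ABHD4 enzyme, wild type | medium = HEPES pH 7.0, NaCl, Pluronic buffer | also added = FP-Rh probe | incubation = Enzyme–compound pre-incubation 45 min, then probe 60 min, both 25 °C | technique = fluorescence polarization, excitation 525 nm, emission 598 nm, BODIPY TMR filters | controls = S159A mutant high control, sample median low control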
TDP2 inh = TDP2 (human) inhibition, absorbance primary screen | O95551 | recombinant TDP2, T5PNP hydrolysis, p-nitrophenol absorbance 415 nm | inhibition, % at 12.8 µM | 370,000 tested, 0.34% active;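 active = inhibition above the mean of all tested compounds plus 3 SD, set per campaign, cut at about 25% in these data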;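 note: 0% = DMSO with enzyme and 100% = buffer with substrate but no TDP2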
Target sequence (O95551 whole entry, looked up): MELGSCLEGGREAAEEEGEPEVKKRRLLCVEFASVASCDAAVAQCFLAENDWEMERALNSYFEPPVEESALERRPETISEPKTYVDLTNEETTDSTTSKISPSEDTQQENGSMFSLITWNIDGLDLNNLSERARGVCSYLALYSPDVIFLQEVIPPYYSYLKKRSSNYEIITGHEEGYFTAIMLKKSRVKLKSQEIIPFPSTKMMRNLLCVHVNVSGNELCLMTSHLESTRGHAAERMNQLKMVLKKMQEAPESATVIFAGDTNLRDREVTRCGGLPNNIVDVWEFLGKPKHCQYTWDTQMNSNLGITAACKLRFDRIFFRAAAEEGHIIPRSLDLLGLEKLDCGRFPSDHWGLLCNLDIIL
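Assay system: recombinant human TDP2 / Reagent: T5PNP substrate at 5 mM, a TopII-DNA adduct mimic / Measured by: epi absorbance from released p-nitrophenol / Evaluation: % inhibition relative to enzyme-containing and enzyme-free wells / Control set: enzyme-free and DMSO wells / Replicates: each compound tested once, singlicate / Schedule: enzyme reaction with compound for 2 h at 37 °C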
LEDGF integ inh = blocks HIV-1 LEDGF/p75-dependent DNA integration. inhibition, % at 3.7 µM. TR-FRET IN-LEDGF/p75 DNA integration, Eu/Cy5. 370,000 tested, 0.64% active. AID 743269;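 active = inhibition above the screen-wide mean plus 3 SD, cut at about 13% in these data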;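 note: signal is the Cy5 over europium emission ratio at 671 and 618 nm; 0% = plate median of compound wells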
PG9 Ab binder = PG9 antibody binding by small molecule | TR-FRET gp120-PG9 antibody binding | inhibition, % at 6.7 µM | 360,000 tested, 0.43% active; in the data active = inhibition above about 8.5%
PRMT1 FP inh = blocks human protein arginine methyltransferase 1. Q99873. recombinant PRMT1, activity-based probe fluorescence polarization. inhibition, % at 2.79 µM. 370,000 tested, 1.3% active;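 active = inhibition above about 21% made by adding two undisclosed values, limit read from the data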
* hit, by the source's call; . = no result given. Rows are unselected, and some 4.2% of all compounds hit somewhere here.

SMILES | TCR CD3 inh | SIAE primary | UHRF1 MBD2 ctr | Tn7 DDE FP | HTRA1 inhibitor | ABHD4 inh | TDP2 inh | LEDGF integ inh | PG9 Ab binder | PRMT1 FP inh
COc1cc(S(=O)(=O)NCC2OCCc3ccccc32)ccc1-n1cnnn1 (centres undefined) | 7 | 2 | 2 | 5 | -3 | -5 | 5 | 2 | -1.4 | -3
CC1CCCCN1S(=O)(=O)c1ccc(C(=O)Nc2nnc(-c3ccco3)o2)cc1 (centres undefined) | -2 | 9 | -3 | 4 | 7 | 0 | 9 | 6 | 0.8 | -5
Cn1cccc1C(C#N)c1ncc(C(F)(F)F)cc1Cl (centres undefined) | -8 | 3 | 4 | 9 | -7 | -2 | -15 | -1 | -1.9 | 7
CC(C)c1ccc(-c2nc3ccccc3s2)cc1 | 4 | 4 | -3 | 3 | 6 | 2 | 9 | -1 | -0.4 | -4
COc1ccc(C2=Nc3ccccc3N(C(=O)c3cc(Cl)cc(Cl)c3)C2C(=O)NCc2ccccc2)cc1 (centres undefined) | 3 | -16 | -2 | -7 | . | -23 | -3 | 5 | 1.1 | -4
O=C(Nc1ccc2c(c1)OCO2)c1cnn2cccnc12 | 1 | 2 | -4 | 2 | -2 | 9 | -2 | 3 | -0.5 | 2
NC(=O)c1ncn([C@@H]2O[C@H](C(=O)N[C@H](Cc3ccccc3)C(=O)N3CCN(CC(=O)Nc4ccccn4)CC3)[C@@H](O)[C@H]2O)n1 | 6 | 44* | -1 | 2 | . | 5 | -7 | 4 | -1.2 | -2
CC(=O)c1c(C(C)=O)c(C)n(-c2ccc(O)cc2)c1C | 1 | 11 | -3 | -2 | 3 | 6 | 3 | -1 | 0.6 | 4
COc1ccc(-c2csc(NC(=O)c3ccco3)n2)cc1 | -4 | -11 | 5 | -2 | -9 | -22 | -22 | 0 | 1.1 | -1
Cc1ccc(Cl)cc1N1CCN(C(=O)Cn2ccc3ccccc3c2=O)CC1 | 4 | -2 | -3 | -10 | -11 | -1 | 1 | -2 | -1.3 | -1
O=C(Nc1ccc(Oc2ccc(Cl)cc2)cc1)c1ncn[nH]1 | -12 | -2 | 3 | 6 | -4 | -11 | -6 | 0 | 2.6 | 2
N#Cc1nc(COc2ccc(-c3ccccc3)cc2)oc1NCCCN1CCOCC1 | -1 | -3 | 1 | -4 | -17 | 2 | 3 | 2 | 1.0 | 2
O=C1c2ccccc2NC(c2cccc(O)c2)N1Cc1ccco1 (centres undefined) | 6 | 5 | -1 | 5 | 2 | -3 | 5 | 3 | 1.2 | -3
COc1ccc(OC)c(C(=O)c2coc3ccc(OC)cc23)c1 | 1 | 1 | 8 | 1 | -11 | -5 | -1 | 0 | 3.6 | 8
CC(C)(C)c1ccc(-n2nc(C#N)c(Cl)cc2=O)cc1 | 3 | -4 | 1 | -5 | . | -6 | 10 | 1 | -0.3 | 7

Six compounds from above, arranged by formula weight, high to low.
SMILES | TCR CD3 inh | SIAE primary | UHRF1 MBD2 ctr | Tn7 DDE FP | HTRA1 inhibitor | ABHD4 inh | TDP2 inh | LEDGF integ inh | PG9 Ab binder | PRMT1 FP inh
CC1CCCCN1S(=O)(=O)c1ccc(C(=O)Nc2nnc(-c3ccco3)o2)cc1 (centres undefined) | -2 | 9 | -3 | 4 | 7 | 0 | 9 | 6 | 0.8 | -5
COc1cc(S(=O)(=O)NCC2OCCc3ccccc32)ccc1-n1cnnn1 (centres undefined) | 7 | 2 | 2 | 5 | -3 | -5 | 5 | 2 | -1.4 | -3
O=C1c2ccccc2NC(c2cccc(O)c2)N1Cc1ccco1 (centres undefined) | 6 | 5 | -1 | 5 | 2 | -3 | 5 | 3 | 1.2 | -3
O=C(Nc1ccc(Oc2ccc(Cl)cc2)cc1)c1ncn[nH]1 | -12 | -2 | 3 | 6 | -4 | -11 | -6 | 0 | 2.6 | 2
Cn1cccc1C(C#N)c1ncc(C(F)(F)F)cc1Cl (centres undefined) | -8 | 3 | 4 | 9 | -7 | -2 | -15 | -1 | -1.9 | 7
O=C(Nc1ccc2c(c1)OCO2)c1cnn2cccnc12 | 1 | 2 | -4 | 2 | -2 | 9 | -2 | 3 | -0.5 | 2

More results.
SMILES | TCR CD3 inh | SIAE primary | UHRF1 MBD2 ctr | Tn7 DDE FP | HTRA1 inhibitor | ABHD4 inh | TDP2 inh | LEDGF integ inh | PG9 Ab binder | PRMT1 FP inh
COc1ccc(N2CCN(C(=O)c3ccc(Cn4nc(C)c([N+](=O)[O-])c4C)o3)CC2)cc1 | 4 | 4 | -2 | 4 | 4 | 3 | 18 | -2 | -3.9 | 1
COc1cc(C(=O)NC2CC(C)(C)NC(C)(C)C2)cc(OC)c1OC | 7 | -3 | -3 | -1 | 3 | -2 | 3 | -2 | -1.0 | 0
O=[N+]([O-])c1ccc(N2CCN(c3ccccc3)CC2)nc1 | 2 | 1 | 3 | 0 | 4 | 1 | 1 | 3 | -1.1 | -6
O=C(CSc1nc2ccccc2c(=O)n1CCCC(=O)N1CCCC1)NCc1ccco1 | 9 | 6 | 0 | 3 | 3 | -2 | 6 | -4 | -0.9 | 1
CCC(=O)N1CCC(C)(C(=O)Nc2ccc3c(c2)OCO3)C1 (centres undefined) | 3 | 1 | -1 | -4 | . | 6 | 3 | 2 | 0.9 | 4
CCCCN1c2cc(C)c(O)cc2C(C(=O)OCC)C1C (centres undefined) | 0 | 3 | 0 | 0 | . | 8 | -9 | 0 | 1.5 | -1
COc1ccc(CCNC(=O)Cc2nn(C)c(=O)c3ccccc23)cc1OC | 5 | 10 | 1 | -11 | -2 | 8 | 13 | 0 | 1.1 | -2
CCOC(=O)N1CCN(C(=O)C2CC(c3ccc(F)cc3)=NO2)CC1 (centres undefined) | 7 | -5 | 2 | -9 | -3 | 2 | 0 | 0 | -0.5 | 0
COc1cc2c(cc1OC)CN(C(=O)c1cc(COc3ccccc3SC)on1)CC2 | -1 | -1 | -1 | 3 | -11 | -9 | 2 | 0 | -0.4 | -4
CCCCc1nnc(NC(=O)c2ccc(S(=O)(=O)N3CCOCC3)cc2)s1 | 5 | 1 | -1 | -3 | -2 | 1 | 2 | 5 | -1.1 | -8
CCOc1ccc2nc(NC(=O)CN3CCN(C)CC3)sc2c1 | 2 | 10 | 11 | 1 | 1 | -2 | 5 | -2 | -0.1 | -2
Cc1ccc(S(=O)(=O)N2CCOC23CCN(C(=O)C(=O)NCCC(C)C)CC3)cc1 | -4 | 5 | 4 | -5 | 1 | -6 | -12 | 1 | -5.4 | -7
CC(C)(C)NC(=O)/C(=C\c1ccc(Br)cc1)NC(=O)c1cccs1 | 1 | 0 | -4 | 2 | 0 | 1 | -2 | -1 | -1.1 | -3
COc1ccc(CNC(=O)CC(C)CC2=NS(=O)(=O)c3ccccc3N2)cc1 (centres undefined) | 2 | 0 | 0 | -3 | 7 | 7 | -1 | -2 | 0.4 | 2
COc1ccc(CCNC(=O)c2ccc(CS(=O)Cc3ccc(C)cc3)o2)cc1OC (centres undefined) | 4 | -1 | 0 | 0 | -3 | 0 | 2 | 0 | -0.1 | -5
c1ccc(C2c3[nH]c4ccccc4c3CCN2Cc2cccn2-c2cccnc2)nc1 (centres undefined) | 1 | 6 | -5 | -7 | 30 | 5 | 14 | 1 | -2.3 | -5
CC(CN(C)Cc1ccccc1)OC(=O)c1ccc(F)cc1 (centres undefined) | -2 | -3 | 5 | 2 | -10 | -1 | -5 | -7 | -0.6 | 3
Cc1ccccc1OCC(=O)OCn1nnc2ccccc2c1=O | 8 | 2 | 0 | -6 | 7 | -2 | -14 | 3 | -1.4 | -4
Cc1ccc(NC(=O)CCNS(=O)(=O)c2ccc3[nH]c(=O)oc3c2)cc1C | 4 | 1 | 1 | -3 | -2 | 7 | 6 | -1 | 0.9 | -2
c1cncc(CNc2ncnc3sccc23)c1 | -18 | -8 | 1 | 6 | 3 | -9 | -1 | -5 | -0.6 | 4
C=CCn1c(SCc2ccc(C(=O)O)cc2)nc2sc(C)c(C)c2c1=O | 0 | -2 | -2 | -4 | -19 | -6 | 6 | 4 | -0.5 | -3
CNC(=O)c1cc(S(=O)(=O)N(C)C)ccc1Cl | -1 | 2 | 1 | -7 | 1 | 6 | -10 | 3 | -2.1 | -1
CCCc1ccc(C(=O)Cn2nc(C(=O)O)c3ccccc3c2=O)cc1 | 3 | 0 | 0 | 5 | -4 | -7 | -18 | 1 | -0.8 | -6
O=C(NCc1ccc(Cl)cc1)C1CCCN(c2ncnc3c2nc2n3CCCCC2)C1 (centres undefined) | -7 | 2 | 4 | 6 | 2 | -4 | 3 | 1 | -0.6 | -5
CC1c2cc3c(cc2CCN1C(=O)c1ccc(Br)cc1)OCCCO3 (centres undefined) | -1 | 6 | 0 | -2 | -10 | -3 | 10 | 0 | -2.8 | 1
CCOC(=O)c1ccc(NC(=O)c2ccc3c(c2)C(=O)N(Cc2cccnc2)C3=O)cc1 | 3 | -2 | -1 | 0 | -7 | 7 | 10 | -3 | -0.8 | 2
CCOc1ccc(-c2noc(CCCC(=O)NC3CCCCC3)n2)cc1OC | -4 | -5 | 1 | -2 | -7 | -2 | 2 | 1 | -2.5 | 2
CSc1nc2ncncc2[nH]1 | 2 | 4 | 0 | -1 | 7 | -1 | 4 | 2 | -0.8 | 1
CC(C)C(Nc1ncnc2c1oc1ccccc12)C(=O)O (centres undefined) | -6 | -8 | 5 | 6 | 4 | -1 | -17 | 6 | 0.7 | 8
CCN(CC)CCCN(C(=O)c1ccc(OC)cc1)c1nc(-c2ccc(OC)cc2)cs1 | 1 | -2 | -1 | -1 | -12 | 1 | 0 | 0 | -0.9 | -2
C=CCn1c(-c2sc(-c3ccccc3)nc2C)n[nH]c1=S | 1 | 3 | 6 | -5 | -2 | -6 | -4 | 7 | 3.0 | 0
CNc1nc(OCC#N)nc(N2CCCCC2)n1 | 6 | 4 | -1 | -6 | -4 | 0 | 8 | -1 | 0.5 | 0
CSc1nnc(C)c(/C=C/Nc2ccc(C)cc2)n1 | 1 | 10 | -8 | -3 | -1 | 2 | -5 | -3 | -5.0 | -3
COCc1cc(N2CCNC[C@@H]2C)ccc1N1CCN(Cc2ccccc2)[C@@H](C)C1 | -1 | 8 | 1 | -4 | . | 6 | -1 | -3 | -1.9 | 2
NS(=O)(=O)c1ccc(N/C=C/C(=O)c2ccc(Br)cc2)cc1 | -1 | -4 | 4 | 4 | -10 | -13 | -13 | -6 | 0.9 | -1
O=C1CCCN1CCCNc1ncnc2c1[nH]c1ccccc12 | 0 | 0 | 1 | -2 | -2 | 7 | 5 | -2 | 1.1 | 0
COc1ccc(NC(=O)c2ccc(NC(=O)CN3CCN(c4ccccc4O)CC3)cc2)cc1 | 2 | 11 | 2 | -2 | -3 | 3 | 3 | 2 | -0.9 | -6
